From PubChem
bIAP act: increases bovine intestinal alkaline phosphatase activity; purified bovine IAP, CDP-star luminescence, 30 min; active compounds read high; fold of DMSO-control signal, blank-subtracted; activation factor at 20 µM; 200,000 compounds, 0.17% hits;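 active = activation factor of 2 or more at 20 µM, a signal rise over negative controls twice the positive control's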
FLuc act counter: firefly luciferase counter-screen for stimulation assays; 200,000 tested, under 10 active; ATPlite luciferase biochemical, luminescence, 10 min; 0 = ATP-free wells, 1 = DMSO control; P08659; activation factor at 10 µM; AID 1027;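 active = luciferase activation factor, scaled between plate controls, of at least 2 with compound at 10 µM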
Target sequence (P08659 whole entry, looked up): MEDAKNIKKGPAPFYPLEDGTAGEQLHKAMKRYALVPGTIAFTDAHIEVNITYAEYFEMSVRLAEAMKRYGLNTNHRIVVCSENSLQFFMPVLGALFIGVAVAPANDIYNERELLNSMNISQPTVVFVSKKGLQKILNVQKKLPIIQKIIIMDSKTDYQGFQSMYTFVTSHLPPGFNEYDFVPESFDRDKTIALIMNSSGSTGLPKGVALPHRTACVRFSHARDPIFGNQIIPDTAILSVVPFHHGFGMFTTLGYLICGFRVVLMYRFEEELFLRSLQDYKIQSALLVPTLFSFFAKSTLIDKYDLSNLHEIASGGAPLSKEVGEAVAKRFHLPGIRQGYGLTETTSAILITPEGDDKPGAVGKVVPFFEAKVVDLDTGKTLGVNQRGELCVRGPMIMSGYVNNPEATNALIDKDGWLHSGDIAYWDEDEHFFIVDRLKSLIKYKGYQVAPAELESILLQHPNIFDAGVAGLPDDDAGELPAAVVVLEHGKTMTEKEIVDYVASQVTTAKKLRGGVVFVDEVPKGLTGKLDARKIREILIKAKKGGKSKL
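System: luciferase plus luciferin reagent, cell-free; medium: PBS as buffer for the ATP substrate; dosing: test compounds dosed from 2 mM stocks in 100% DMSO; timing: 10 min post-reagent at room temperature; measured by: luminescence measurement of luciferase light output; evaluation: luciferase activation, seen as luminescence increase over controls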
FLuc inhib CS: inhibits firefly luciferase, flagging false hits in luciferase inhibition screens | P08659 | ATPLite firefly luciferase biochemical luminescence, 10 min | inhibition, % at 10 µM | 200,000 compounds, 1.5% hits;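 active = inhibition above about 50% when tested at 10 µM, limit read from the data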
APP transl inh: APP translation inhibition; SH-SY5Y APP 5'UTR-luciferase reporter, luminescence; AID 1285; inhibition, % at 2 µM; 190,000 compounds, 0.82% hits;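 active = inhibition above a set limit, derived from the sample mean plus 3 SD, cut at about 45% in these data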; note: values of inactives mirror those of a sister screen read the other way
L major viab: inhibitors of Leishmania major promastigote growth; Leishmania major promastigotes, resazurin fluorescence viability; inhibition, % at 10 µM; 200,000 compounds, 9% hits; AID 1063; in the data active = inhibition above about 50%;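 note: promastigotes grown with compound for 44 hours at 28 °C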
TNAP act hiacc: activators of human TNAP at high phosphate acceptor concentration; P05186; purified TNAP, CDP-star luminescence, 1 M DEA, 30 min; active compounds read high; 0 = EDTA background, 1 = DMSO-only activity; activation factor at 20 µM; 200,000 tested, under 10 active; AID 1136;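 active = activation factor at least 2 at 20 µM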
Target sequence (P05186 whole entry, looked up): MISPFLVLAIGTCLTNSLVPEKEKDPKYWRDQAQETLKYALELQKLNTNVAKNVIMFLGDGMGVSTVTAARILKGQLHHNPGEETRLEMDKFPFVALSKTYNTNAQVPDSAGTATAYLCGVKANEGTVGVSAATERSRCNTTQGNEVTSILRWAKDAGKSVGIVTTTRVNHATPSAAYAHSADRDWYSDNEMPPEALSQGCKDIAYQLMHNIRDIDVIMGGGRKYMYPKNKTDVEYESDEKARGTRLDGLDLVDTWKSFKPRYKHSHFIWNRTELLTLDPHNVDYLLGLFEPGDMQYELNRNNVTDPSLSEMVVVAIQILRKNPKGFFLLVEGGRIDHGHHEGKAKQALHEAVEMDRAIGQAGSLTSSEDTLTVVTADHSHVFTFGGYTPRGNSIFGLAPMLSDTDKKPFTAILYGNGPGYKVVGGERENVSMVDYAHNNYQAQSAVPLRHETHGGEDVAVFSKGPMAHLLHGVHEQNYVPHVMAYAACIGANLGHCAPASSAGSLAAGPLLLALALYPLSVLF
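Assay system: human TNAP; Input: enzyme diluted 1/800 final; Reagent: CDP-star luminogenic substrate at 100 µM final; Timing: 30 min, room temperature; Signal: luminescence; Evaluation: TNAP activation factor scaled between EDTA and DMSO control wells.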
TNAP inh no acc: TNAP (human) inhibition, acceptor-free conditions; purified TNAP, CDP-star luminescence, 30 min; inhibition, % at 20 µM; 200,000 compounds, 0.26% hits; AID 1012;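 active = tissue-nonspecific alkaline phosphatase inhibition above about 50% at 20 µM in the single-dose screen, limit read from the data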;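 note: 0% = DMSO negative control and 100% = EDTA positive control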
bIAP inhibitor: intestinal alkaline phosphatase (bovine) inhibition. purified bovine IAP, CDP-star luminescence, 30 min. inhibition, % at 20 µM. 190,000 tested, under 10 active;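 active = over 50% inhibition of intestinal alkaline phosphatase at 20 µM in the single-dose screen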
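test system = bovine IAP enzyme | medium = DEA buffer 100 mM, pH 9.8, with MgCl2 1.0 mM, ZnCl2 0.02 mM | detection = luminescence | dosing = single compound dose of 20 µM, 2% DMSO final | incubation = 30 min reaction at room temperature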
TNAP inh hi DEA: blocks human TNAP under high phosphate acceptor concentration | inhibition, % at 20 µM | 200,000 compounds, 0.03% hits | purified TNAP, CDP-star luminescence, 1 M DEA | P05186 | AID 1135;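 active = over 50% inhibition of tissue-nonspecific alkaline phosphatase at 20 µM in the single-dose screen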;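 note: plate controls were DMSO wells for no effect and EDTA-quenched wells as full inhibition for full effect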
RAM network inh: yeast RAM network inhibition | S. cerevisiae dse1pr::URA3 reporter, 5-FOA growth OD615, 2 d; analog-sensitive cbk1-as2 kinase mutant strain | inhibition, % at 50 µM | 190,000 compounds, 1.8% hits | AID 868;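 active = inhibition above a set limit, 3 SD over mean compound inhibition, cut at about 8.4% in these data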;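 note: 0% = DMSO-only wells with no growth and 100% = 10 µM 1-NA-PP1 full growth; inhibition rescues growth on 5-FOA so higher OD means more RAM inhibition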
Active calls of the source: *; / = not tested or not shown.

Results follow in this order: bIAP act | FLuc act counter | FLuc inhib CS | APP transl inh | L major viab | TNAP act hiacc | TNAP inh no acc | bIAP inhibitor | TNAP inh hi DEA | RAM network inh
CC(=O)C(Sc1ccc2nnc(-c3ccc(C)cc3)n2n1)C(C)=O
 : 1 | 1.1 | -5 | -17 | -5 | 1 | -10 | 3 | 1 | 2.0
Cc1ncc([N+](=O)[O-])n1Cc1ccc(F)cc1
 : 1.1 | 1 | 1 | 3 | 44 | 1 | -10 | -13 | -2 | 0.5
c1ccc(-c2nc3nc4ccccc4nc3n2Cc2ccco2)cc1
 : 0.9 | 1 | 4 | -34 | 5 | 1.1 | 2 | 10 | -9 | 3.8
CCn1c(SCC(=O)N=Nc2c(O)[nH]c3ccccc23)nnc1-c1ccc(C(C)(C)C)cc1
 : 1 | 1.1 | -6 | -12 | -2 | 1 | 5 | -5 | 0 | 1.8
COc1ccccc1NC(=O)CSc1nc2nc(C)cc(C)c2c(=O)[nH]1
 : 1 | 1.1 | -11 | 9 | -9 | 1.1 | -7 | 2 | -5 | 1.1
CCN(CC)CCSc1nc(O)c(C(C)C)c(=O)[nH]1
 : 1 | 1 | -1 | 0 | 3 | 1 | -5 | 2 | 3 | -0.9
CCN(CCCNC(=O)CNC(=O)Cn1cnc2ccccc2c1=O)c1cccc(C)c1
 : 1 | 1 | -3 | 24 | -1 | 1.1 | -9 | -3 | -6 | 0.1
CCOc1ccc(N(CC(=O)NCC2CCCO2)C(=O)CCC(=O)Nc2ccccn2)cc1 (stereo not given)
 : 0.8 | 1.1 | -9 | 3 | 0 | 1.1 | -16 | 16 | -6 | 0.6
CC1=NN(C(N)=S)C(=O)C1N=Nc1ccc(C)cc1C (stereo not given)
 : 1 | 0.7 | 30 | -58 | 60* | 0.9 | -11 | 1 | 12 | 0.8
CCOC(=O)C1C(C(=O)NN)C1C(=O)Nc1ccccc1 (stereo not given)
 : 1.2 | 1 | 1 | 2 | 2 | 1 | -5 | -21 | -2 | 1.3
Cc1ccc(-c2cccc(C(=O)NCCc3ccccc3)n2)c2ccccc12
 : 1 | 1 | -4 | 2 | -4 | 1 | -10 | 2 | -3 | 14*
CC(C(=O)c1ccccc1)n1c(N2CCOCC2)nc2c1c(=O)n(C)c(=O)n2C (stereo not given)
 : 0.9 | 0.9 | 6 | 3 | -4 | 0.9 | 0 | 8 | 5 | 2.8
Cc1nc(CS(=O)(=O)c2ccccc2)cc(N2CCOCC2)n1
 : 0.9 | 1 | -4 | -29 | -5 | 1 | -8 | 10 | -3 | 3.0
NC(=O)CSc1nnc(-c2cccs2)n1-c1ccccc1
 : 1 | 1.1 | -7 | 8 | -3 | 1 | -6 | -4 | -1 | -0.8
CC(=O)c1ccc(NC(=S)NNC(=O)NC2CCCCC2)cc1
 : 1.4 | 1 | 2 | -10 | -2 | 1 | -53 | -43 | -3 | 1.8
CCCN(CCC)CCCNC(=O)c1cn(CC)c2ccc(S(=O)(=O)N3CCc4ccccc4C3)cc2c1=O
 : 1 | 1 | -5 | 6 | 99* | 1 | -6 | 3 | -3 | 0.0
NC(=O)c1ccc(NC(=O)COC(=O)C2CC(=O)N(Cc3ccccc3)C2)cc1 (stereo not given)
 : 1 | 1.1 | -7 | 7 | -1 | 1.1 | -12 | -1 | -5 | 1.9
Cc1ccc(NCc2nnc(SCC(=O)N3CCc4ccccc43)n2C)cc1
 : 1 | 1 | 1 | -20 | 1 | 1 | -2 | 4 | 0 | -0.1
CCOC(=O)CSc1nc2sc3c(c2c(=O)n1C1CCCCC1)CCN(C)C3
 : 1 | 1.1 | -7 | 4 | 40 | 1 | 7 | 0 | 3 | -1.0
C=C(C)c1cccc(C(C)(C)NC(=O)N2CC(C)OC(C)C2)c1 (stereo not given)
 : 1.1 | 1 | 4 | 4 | 5 | 1 | -7 | -9 | 1 | 1.3

The final 3 entries of the part above come first, to join the parts:
Results follow in this order: bIAP act | FLuc act counter | FLuc inhib CS | APP transl inh | L major viab | TNAP act hiacc | TNAP inh no acc | bIAP inhibitor | TNAP inh hi DEA | RAM network inh
Cc1ccc(NCc2nnc(SCC(=O)N3CCc4ccccc43)n2C)cc1
 : 1 | 1 | 1 | -20 | 1 | 1 | -2 | 4 | 0 | -0.1
CCOC(=O)CSc1nc2sc3c(c2c(=O)n1C1CCCCC1)CCN(C)C3
 : 1 | 1.1 | -7 | 4 | 40 | 1 | 7 | 0 | 3 | -1.0
C=C(C)c1cccc(C(C)(C)NC(=O)N2CC(C)OC(C)C2)c1 (stereo not given)
 : 1.1 | 1 | 4 | 4 | 5 | 1 | -7 | -9 | 1 | 1.3
O=C(Cn1cc(C(F)(F)F)ccc1=O)N/N=C/c1cccc(Cl)c1Cl
 : 0.9 | 1 | -4 | 2 | 75* | 1.1 | 8 | 14 | -6 | 4.5
NC(=O)c1nc(-c2cccs2)nc2c1[nH]c(=O)n2-c1ccc(F)cc1
 : 1.2 | 1 | -2 | 2 | -1 | 1 | -65 | -24 | 2 | 2.4
CC1=CS(=O)(=O)CC1Sc1nc2ccccc2[nH]1 (stereo not given)
 : 0.9 | 1 | -2 | / | 3 | 1 | -8 | 7 | -4 | 0.7
CCOC(=O)/C=c1\s/c(=C\c2ccccc2OC)c(=O)n1CC(=O)N1CCOCC1
 : 1 | 1.1 | -8 | 9 | 7 | 1.1 | 6 | 3 | -6 | 1.8
O=C(CCc1nnc(-c2ccc(-c3ccccc3)cc2)o1)NCCc1ccccn1
 : 1 | 0.9 | 8 | 44 | -6 | 1 | -4 | -2 | -5 | 1.5
CC(C(=O)NCc1ccc2c(c1)OCO2)N(c1ccccc1)S(C)(=O)=O (stereo not given)
 : 0.9 | 1 | -5 | -2 | 2 | 1 | -7 | 9 | -3 | -0.4
CCn1c(CC(C)C)n[nH]c1=S
 : 1 | 1.1 | -9 | -11 | -2 | 1 | 32 | -1 | 0 | 2.1
N#Cc1ccc(Cn2ccnc2C(=O)Nc2ccccc2)cc1
 : 0.9 | 1 | 3 | 4 | 12 | 1 | -10 | 8 | 0 | 0.0
COc1cc(=O)n2c(-c3ccccc3)csc2n1
 : 1 | 1 | -2 | -5 | -3 | 1 | -7 | 2 | -5 | 0.8
CCCNS(=O)(=O)c1ccc(OCC(=O)N2CCN(c3ccccc3)CC2)cc1
 : 1 | 1 | -5 | 10 | -3 | 1.1 | -10 | 4 | -7 | 3.7
NC(=O)c1cnn2c1NC(c1ccc(F)cc1)CC2C(F)(F)F (stereo not given)
 : 0.9 | 1 | -3 | 18 | -5 | 1 | -6 | 8 | 2 | 1.6
CCCCn1c(SCC(=O)Nc2nnc(C(C)C)s2)nc2c1c(=O)n(C)c(=O)n2C
 : 1 | 1.1 | -7 | 4 | -9 | 1 | -12 | 4 | -4 | 3.0
Oc1ccc(-c2nccc(-c3ccc(Cl)cc3Cl)n2)cc1
 : 0.9 | 1.1 | -10 | -24 | 20 | 1.1 | -2 | 5 | -6 | 1.1
CC1=Nc2ccc(Br)cc2C(c2ccccc2)N1CC(=O)NN (stereo not given)
 : 1.1 | 1 | -3 | -2 | 5 | 1 | 2 | -6 | -1 | 1.0
O=C(O)c1c2c(nc3ccc(S(=O)(=O)N4CCC(C(=O)NC5CCCCCC5)CC4)cc13)CCCC2
 : 1.2 | 1.1 | -5 | 3 | 9 | 1 | -17 | -16 | -3 | 0.4
COc1ccc(-c2nn(-c3ccccc3)cc2/C=C/C(=O)OCC(=O)Nc2ccccc2C#N)cc1
 : 1.1 | 1 | -1 | 17 | 1 | 1 | -6 | -5 | -3 | 0.5
O=C(/C=C/c1cccc(F)c1)Nc1cc(S(=O)(=O)N2CCOCC2)ccc1N1CCCC1
 : 1 | 1 | -3 | 4 | 8 | 1 | -10 | -4 | -2 | 2.2
CCOC(=O)c1[nH]c2ccc(OC)cc2c1NC(=O)CN1CCSCC1
 : 1 | 1 | -4 | -1 | 5 | 1 | -8 | 3 | -5 | -0.3
CC1CCc2cc(F)ccc2N1C(=O)c1cc2nc(-c3ccco3)cc(C(F)(F)F)n2n1 (stereo not given)
 : 1 | 1.1 | -8 | 4 | 44 | 1 | -11 | -1 | 2 | 2.0
c1ccc(C2Nc3ccccc3Oc3ccccc32)cc1 (stereo not given)
 : 1 | 1 | -1 | 28 | 8 | 1 | -7 | 1 | 0 | 1.8
c1ccc(CCNc2ncnc3c2nnn3Cc2ccccc2)cc1
 : 0.8 | 1.1 | -6 | -4 | -5 | 1 | -14 | 21 | -3 | 4.0
COC(=O)c1nnn(CC(=O)Nc2cccc(OC)c2)c1C(=O)OC
 : 1 | 1 | 3 | 7 | -3 | 1 | -7 | 2 | 4 | -1.9
CC(=O)NCCSCCNC(C)=O
 : 0.9 | 1.1 | -5 | 3 | -6 | 1 | -4 | 7 | -4 | 0.0
COc1ccccc1NC(=S)NNC(=O)c1ccc(Cl)cc1Cl
 : 0.9 | 0.5 | 48 | -69 | -11 | 1 | -139 | 12 | -3 | 5.7
O=C1NN(c2ccc(F)c(Cl)c2)C(=O)/C1=C\c1cccc(OC(=O)c2cccs2)c1
 : 1 | 1.1 | -7 | -8 | -12 | 1 | -3 | 0 | -4 | 0.9
CCOc1ccccc1N(CC(=O)N1CCCCCC1)S(C)(=O)=O
 : 1 | 1.1 | -7 | 1 | 0 | 1 | -1 | 0 | 0 | 1.8
CC(C)OCCCNC(=O)CCc1nc(-c2ccccc2)no1
 : 1 | 1.1 | -8 | 2 | -7 | 1.1 | -7 | 2 | -10 | 1.9
COc1cc(OC)c(-c2nnc(-c3ccc(OC)c(OC)c3OC)o2)cc1OC
 : 1.1 | 1.1 | -6 | 10 | 56* | 1 | -5 | -6 | -2 | 1.5
CCOC(=O)c1[nH]c2ccccc2c1NC(=O)c1ccc(S(=O)(=O)N(C)C)cc1
 : 0.9 | 1 | -3 | 0 | -2 | 1 | -8 | 10 | 0 | 4.1
NC(=O)COc1ccc(-n2cnnn2)cc1
 : 1 | 1.1 | -6 | -7 | -2 | 1 | -2 | -2 | -4 | -0.4
Cn1cccc1/C=C1\SC(=O)N(c2ccccc2)C1=O
 : 1.2 | 0.5 | 52* | -117 | -9 | 0.9 | 5 | -20 | 6 | 3.3
O=C(Cn1cc(C(F)(F)F)cc(Cl)c1=O)NCCc1ccccc1
 : 1 | 1 | -3 | 9 | -2 | 1 | -14 | 2 | -2 | 2.1
O=C(O)c1ccc(/C=N/NC(=O)C2CC2(c2ccccc2)c2ccccc2)cc1 (stereo not given)
 : 1.2 | 1 | -2 | 2 | 0 | 1 | -9 | -17 | 1 | 7.4
Cc1ccc(C)c(N2CCN(C(=O)c3ccc(Cn4c(=S)[nH]c5ccc(N6CCOCC6)cc5c4=O)cc3)CC2)c1
 : 1.1 | 1 | -4 | -51 | 99* | 1 | -5 | -12 | -2 | 13*
COC(=O)C1CCN(C(=O)c2ccc(OC3CCN(Cc4ccccn4)CC3)cc2)CC1
 : 0.9 | 1.1 | -5 | -3 | 5 | 1 | -4 | 8 | -3 | 1.3
